NALP1 yeast inh = blocks the NALP1 inflammasome reconstituted in yeast; 0.61% of 280,000 active; inhibition, % at 10 µM; S. cerevisiae NALP1/ASC/caspase-1 growth, X-gal OD620, 72 h; in the data active = inhibition mostly above about 24%, no sharp cut-off; inactive = mostly below about 32%; note: some compounds called inactive have numbers as strong as hits
PfM18AAP inh = blocks P. falciparum M18 aspartyl aminopeptidase. recombinant PfM18AAP, H-Glu-NHMec fluorogenic cleavage. inhibition, % at 7.35 µM. 1.2% of 290,000 active;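 active = inhibition above the campaign mean inhibition over all tested compounds plus 3 SD, cut at about 28% in these data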;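 note: 0% = plate median of test compound wells and 100% = 2 mM ZnCl2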
GPR7 antagonist = antagonists of human GPR7 (neuropeptides B/W receptor 1); 1.1% of 290,000 active; GPR7-expressing cells, fluorescence antagonist assay; inhibition, % at 4.4 µM; AID 1861; P48145; in the data active = inhibition above about 16%, passing the limit was not always enough;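 note: cells stimulated with the agonist NPW; 0% = agonist with vehicle and 100% = vehicle without agonist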
Target sequence (P48145 whole entry, looked up): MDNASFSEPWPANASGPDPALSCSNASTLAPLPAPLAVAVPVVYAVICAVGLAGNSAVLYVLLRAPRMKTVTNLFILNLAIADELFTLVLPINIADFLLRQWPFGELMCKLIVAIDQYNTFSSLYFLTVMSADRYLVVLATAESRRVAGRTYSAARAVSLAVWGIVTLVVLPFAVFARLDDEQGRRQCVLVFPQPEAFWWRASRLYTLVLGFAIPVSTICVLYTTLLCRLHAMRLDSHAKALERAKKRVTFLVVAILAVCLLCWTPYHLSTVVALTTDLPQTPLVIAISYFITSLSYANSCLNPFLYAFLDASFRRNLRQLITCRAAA
OXTR potentiator = human OXTR potentiation; P30559; CHO-OTR cells, Fluo-8 calcium fluorescence, potentiator mode; 0% = oxytocin EC15, 100% = EC100; activation, % at 3 µM; 0.061% of 320,000 active; AID 2445;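 active = activation above that plate's cutoff, the mean activation of tested compounds plus 3 SD, cut at about 6.6% in these data, passing the limit was not always enough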;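 note: 100% uses oxytocin at 75 nM as the full agonist control; some results filed as inactive read as strong as hits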
Target sequence (P30559 whole entry, looked up): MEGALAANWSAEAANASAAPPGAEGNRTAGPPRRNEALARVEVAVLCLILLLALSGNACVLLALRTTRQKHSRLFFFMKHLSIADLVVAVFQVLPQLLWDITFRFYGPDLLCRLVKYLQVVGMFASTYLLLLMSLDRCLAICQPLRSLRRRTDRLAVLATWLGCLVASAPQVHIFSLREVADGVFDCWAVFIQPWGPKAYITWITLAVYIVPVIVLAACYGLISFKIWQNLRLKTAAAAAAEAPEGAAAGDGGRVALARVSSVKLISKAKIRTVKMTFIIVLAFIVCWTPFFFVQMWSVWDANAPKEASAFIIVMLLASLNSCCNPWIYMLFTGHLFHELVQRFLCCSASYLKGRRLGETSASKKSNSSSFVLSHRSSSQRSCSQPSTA
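Material: human OTR in CHO cells. Compound: 3.0 µM, one dose. Timing: compound 6 min at room temperature before oxytocin, 100 s read. Evaluation: % activation of max/min ratio relative to oxytocin controls. Replication: single well per compound, singlicate. Signal: Fluo-8 calcium dye fluorescence.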
MEKK2 mut-MEK5 = signal of MEK5 binding to mutant human MEKK2 PB1 domain | bead flow cytometry, Alexa488-MEK5 binding to MEKK2 mutant | percent response, % at 10 µM | 0.35% of 290,000 active | AID 1530; in the data active = percent response above about 24%, passing the limit was not always enough; note: inactives centre near 1; some results filed as inactive read as strong as hits
GalR3 antag = blocks the human galanin receptor 3; inhibition, % at 3 µM; HEK293 GalR3-CNG cAMP membrane potential fluorescence; galR3 body fused to GalR1 C-terminus; O60755; 0.44% of 360,000 active; AID 651719;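 active = inhibition above the screen-wide average plus 3 SD, cut at about 13% in these data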;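 note: forskolin and galanin both at EC90 stimulate the cells; cAMP rise reported by CNG channel membrane potential dye signal; 0% = forskolin plus galanin with DMSO and 100% = forskolin alone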
Target sequence (O60755 1-299 limits assumed): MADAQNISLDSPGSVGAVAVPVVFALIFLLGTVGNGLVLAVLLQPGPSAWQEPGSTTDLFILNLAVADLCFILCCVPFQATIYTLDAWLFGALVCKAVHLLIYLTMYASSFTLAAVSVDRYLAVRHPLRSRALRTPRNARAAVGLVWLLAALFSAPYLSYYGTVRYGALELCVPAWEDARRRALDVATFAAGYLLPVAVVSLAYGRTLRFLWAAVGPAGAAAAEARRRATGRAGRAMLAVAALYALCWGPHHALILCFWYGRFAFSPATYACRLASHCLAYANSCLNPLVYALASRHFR
MEKK2 WT-MEK5 = raises or lowers MEK5 binding to wildtype human MEKK2 PB1 domain | AID 1531 | binding response (% of control), % at 10 µM | Q9Y2U5 | 1.1% of 290,000 active | bead flow cytometry, Alexa488-MEK5 binding to MEKK2 WT; actives lie on both sides; in the data active = binding response below about 67% or above about 130%
V1aR counter = V1a receptor agonism, counter-screen for OXTR agonists. CHO-V1R cells, Fluo-8 calcium fluorescence, agonist mode; 0% DMSO, 100% 3 nM vasopressin. 0.25% of 320,000 active. activation, % at 3 µM;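 active = activation above the mean activation of all tested compounds plus 3 SD, per screening run, cut at about 20% in these data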;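 note: signal is peak over basal fluorescence ratio across a 100 second FLIPR read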
OXTR agonist = activates the human oxytocin receptor; P30559; CHO-OTR cells, Fluo-8 calcium fluorescence; normalized: DMSO 0%, oxytocin 100%; activation, % at 3 µM; 0.32% of 320,000 active;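 active = activation above the mean of all tested compounds plus 3 SD, cutoff set per screening run, cut at about 20% in these data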;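 note: peak over basal fluorescence ratio from a 100 s FLIPR kinetic read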
* = called active by the depositor; . = not tested or not shown.

SMILES | NALP1 yeast inh | PfM18AAP inh | GPR7 antagonist | OXTR potentiator | MEKK2 mut-MEK5 | GalR3 antag | MEKK2 WT-MEK5 | V1aR counter | OXTR agonist
O=C(Nc1nc(-c2ccccc2)cs1)C1c2ccccc2Oc2ccccc21 | 23.2 | 5.2 | -14.4 | -10.8 | 11.0 | -0.1 | 97.0 | 0.3 | -0.9
CCNC(=S)NC1CC2CCC(C1)N2Cc1ccccc1 (configuration not stated) | 7.6 | 1.0 | 4.0 | -1.7 | 1.0 | 4.3 | 104.0 | 1.4 | -0.6
O=C(COc1ccccc1Cl)NCc1ccco1 | 30.9 | -9.3 | 0.8 | -4.6 | 4.0 | -3.6 | 101.0 | -0.4 | -0.9
O=C(CCC(=O)N(CC(=O)NC1CCCC1)C1CCCC1)Nc1ccccn1 | 13.3 | -5.9 | -4.1 | -2.3 | -1.0 | 0.4 | 100.0 | 1.9 | -0.3
CSc1ccc(CNc2ccc(C)c(C)c2)cc1 | 14.1 | -1.6 | -5.9 | -7.8 | 9.0 | -7.9 | 110.0 | -0.4 | -1.7
COc1ccccc1CCNC(=O)C(=O)NCC1OCCCN1S(=O)(=O)c1ccc(F)cc1C (configuration not stated) | 15.4 | 1.6 | -18.4 | -3.5 | 6.0 | -1.7 | 113.0 | 2.9 | 1.2
O=C(CN1CCCCC1)Nc1cccc(Br)c1 | 3.8 | 9.3 | -12.6 | -6.1 | 11.0 | -2.2 | 107.0 | 1.3 | 0.6
C=CCNC(=S)N/N=C/c1ccc(-c2cccc([N+](=O)[O-])c2)o1 | -2.8 | 7.8 | 1.5 | -6.2 | -4.0 | -0.9 | 98.0 | -1.0 | -1.3
CCc1ccc(NC(=O)c2noc3c2CCC3)cc1 | 6.0 | -1.3 | 5.3 | -4.2 | -7.0 | -3.2 | 89.0 | -1.2 | -1.6
Cc1cc(C)cc(NC(=S)NC(=O)C2CC2)c1 | 10.8 | 0.1 | -21.5 | 0.4 | 4.0 | -4.0 | 103.0 | -0.8 | -1.1
COc1ccc(OC)c(NC(=O)CCCSc2ccccc2)c1 | 13.3 | 0.1 | -2.4 | -1.9 | 4.0 | -6.1 | 110.0 | 0.8 | -1.1
CN1CCN(S(=O)(=O)c2cccc(C(=O)N(Cc3nnc(-c4ccccc4Cl)o3)C3CC3)c2)CC1 | 29.6 | -12.7 | -5.9 | -5.7 | 12.0 | -3.6 | 115.0 | 3.7 | -1.1
C/C(=N/NS(=O)(=O)c1cc(C)ccc1C)c1c[nH]c2ccccc12 | 6.6 | -51.1 | 3.9 | -15.2 | 3.0 | -8.3 | 98.0 | 8.4 | 8.6
O=C(OCC(=O)N1CCC(Cc2ccccc2)CC1)c1ccc(CO)cc1 | . | . | . | -3.0 | . | -6.0 | . | 3.7 | 2.8
COC(=O)c1c(NC(=O)CC2NCCNC2=O)sc2c1CCCC2 (configuration not stated) | -6.1 | -1.6 | 10.4 | 4.0 | 1.0 | 0.3 | 101.0 | 0.5 | 1.0
CSc1ccc(CNc2ccccc2)cc1 | 14.0 | -0.4 | -2.6 | -4.2 | -3.0 | . | 100.0 | -1.3 | -1.6
CCN(CC)CCN(Cc1cc2cc(C)cc(C)c2[nH]c1=O)C(=S)NCc1ccco1 | 34.5 | -2.2 | -12.1 | -2.2 | 2.0 | -1.5 | 110.0 | 3.0 | 3.8
O=C(N/N=C/c1cccc([N+](=O)[O-])c1)c1cnccn1 | 38.4 | 7.8 | 1.2 | 0.1 | -2.0 | -2.1 | 100.0 | 1.6 | 0.6
O=C1C2C3c4ccccc4C(c4ccccc43)[C@@H]2C(=O)N1c1cccnc1 (some centres not stated) | 16.5 | 2.9 | 2.9 | -6.1 | 11.0 | -5.2 | 99.0 | 1.7 | -0.3
NC(=O)c1nsc(C(=O)N(Cc2ccco2)C(C(=O)NCC2CCCO2)c2ccc(O)cc2)c1N (configuration not stated) | 2.2 | -4.8 | -12.0 | -25.7 | 4.0 | -6.6 | 103.0 | 0.2 | 0.5
Cc1cccc(NC(=O)c2cc(=O)c3ccccc3o2)n1 | 2.8 | -11.8 | 11.1 | 3.3 | -2.0 | -0.9 | 105.0 | 2.9 | 0.9
O=C(O)C1C2C=CC(C2)C1C(=O)N1CCc2ccccc21 (configuration not stated) | 10.1 | 7.4 | -4.8 | -8.1 | 1.0 | -5.7 | 102.0 | -0.4 | 2.2
CCCN(C(=O)CSc1n[nH]c(-c2ccc(OC)cc2)n1)c1c(N)n(Cc2ccccc2)c(=O)[nH]c1=O | . | . | . | -8.4 | . | -4.2 | . | 0.2 | 0.0
O=C(CC1SC(N2CCCCC2)=NC1=O)Nc1cccc(C(=O)NCc2ccccc2)c1 (configuration not stated) | . | . | . | -4.4 | . | -6.1 | . | 0.3 | 0.1
CCC(c1nnc(SCC(=O)N(C)c2ccccc2)n1Cc1ccccc1)N(C)C (configuration not stated) | 9.4 | -9.3 | -9.7 | -6.3 | 7.0 | -2.7 | 112.0 | -0.3 | -0.3

Shown with values under each structure: entries from further up
Each structure is followed by: NALP1 yeast inh, PfM18AAP inh, GPR7 antagonist, OXTR potentiator, MEKK2 mut-MEK5, GalR3 antag, MEKK2 WT-MEK5, V1aR counter, OXTR agonist
- O=C(OCC(=O)N1CCC(Cc2ccccc2)CC1)c1ccc(CO)cc1
    ., ., ., -3.0, ., -6.0, ., 3.7, 2.8
- COC(=O)c1c(NC(=O)CC2NCCNC2=O)sc2c1CCCC2 (configuration not stated)
    -6.1, -1.6, 10.4, 4.0, 1.0, 0.3, 101.0, 0.5, 1.0

Entries of single compounds, looked up by structure:
`Cc1cc(C)cc(NC(=S)NC(=O)C2CC2)c1` as listed: NALP1 yeast inh: 10.8; PfM18AAP inh: 0.1; GPR7 antagonist: -21.5; OXTR potentiator: 0.4; MEKK2 mut-MEK5: 4.0; GalR3 antag: -4.0; MEKK2 WT-MEK5: 103.0; V1aR counter: -0.8; OXTR agonist: -1.1
`COC(=O)c1c(NC(=O)CC2NCCNC2=O)sc2c1CCCC2` (configuration not stated) as listed: NALP1 yeast inh: -6.1; PfM18AAP inh: -1.6; GPR7 antagonist: 10.4; OXTR potentiator: 4.0; MEKK2 mut-MEK5: 1.0; GalR3 antag: 0.3; MEKK2 WT-MEK5: 101.0; V1aR counter: 0.5; OXTR agonist: 1.0

Next section:
SMILES | NALP1 yeast inh | PfM18AAP inh | GPR7 antagonist | OXTR potentiator | MEKK2 mut-MEK5 | GalR3 antag | MEKK2 WT-MEK5 | V1aR counter | OXTR agonist
CC1CC(C)CN(C(=O)C2CCC(CNc3c(N4CCCCC4)c(=O)c3=O)CC2)C1 (configuration not stated) | . | -5.7 | -14.2 | -16.8 | -4.0 | -7.7 | 99.0 | 0.6 | 1.8
CCCOc1ccccc1NS(=O)(=O)c1ccc2[nH]c(=O)[nH]c2c1 | 2.5 | 1.9 | -11.8 | -7.5 | -1.0 | -6.9 | 102.0 | 0.8 | 0.6
O=C(C1CCC(=O)N(C2CC2)C1)N1CCC(Oc2cccc(F)c2)CC1 (configuration not stated) | -8.4 | -0.7 | -5.2 | -6.1 | 5.0 | -0.6 | 108.0 | -0.6 | -0.8
Cc1ccc(Nc2nc(=O)[nH]nc2C)cc1 | 11.1 | -3.6 | -12.2 | -5.2 | 1.0 | -5.6 | 90.0 | -0.2 | -0.9
O=C(NC1=NCCS1)c1csc2ccccc12 | 21.4 | 14.2 | 4.6 | -6.4 | 0.0 | 1.0 | 96.0 | 1.3 | 1.0
CCN(CC)CCNC(=O)C1(O)c2cc(Br)ccc2NC(=O)N1c1ccccc1 (configuration not stated) | 14.6 | 4.8 | -11.7 | 1.0 | 6.0 | -6.3 | 107.0 | 0.4 | 0.0
O=C(COc1ccccc1F)Nc1c2c(nn1-c1ccccc1)CS(=O)(=O)C2 | 3.6 | -3.1 | 6.5 | 1.7 | 1.0 | -3.4 | 101.0 | 0.1 | -1.2
CC(=C/C(=O)O)/C(=C\c1ccc(Br)o1)C(=O)O | -2.3 | -4.0 | -7.4 | -0.1 | 7.0 | -6.9 | 102.0 | -0.2 | 1.2
O=C(CCc1nnc(CCc2ccccc2)o1)NC(c1cccnc1)C(F)(F)F (configuration not stated) | . | 0.2 | -5.3 | -16.6 | 4.0 | 4.4 | 105.0 | -0.7 | 0.5
COc1ccccc1C(=O)Nc1c(C(=O)N2CCN(C)CC2)oc2ccccc12 | 16.0 | -8.0 | 4.5 | -10.6 | 8.0 | -9.2 | 105.0 | 0.6 | 0.2
CCCCN(Cc1ccccc1)C(=O)C1CCC(=O)N(CCc2ccccn2)C1 (configuration not stated) | 7.8 | 2.6 | -11.0 | 3.2 | 1.0 | 2.2 | 100.0 | 1.1 | 0.3
COc1cccc(C(=O)Nc2cc3c(cc2Br)OCCCO3)c1 | 24.3 | -0.8 | -1.2 | -7.1 | -2.0 | -5.8 | 101.0 | -1.2 | -2.4
COC(=O)c1[nH]c2ccccc2c1NC(=O)C(C)N1CC(C)OC(C)C1 (configuration not stated) | -2.6 | 0.7 | -15.1 | 8.8 | 0.0 | 8.4 | 102.0 | -0.4 | 1.1
COc1ccc(Cl)cc1N1C(=O)CN(Cc2cc(OC)c(OC)c(OC)c2)C1=S | 10.7 | 10.0 | -2.7 | -8.3 | -4.0 | -1.4 | 92.0 | 2.0 | 0.5
O=C(COC(=O)CN1C(=O)C2CCCCC2C1=O)Nc1cc(S(=O)(=O)N2CCOCC2)ccc1Cl (configuration not stated) | 27.4 | -1.6 | -4.4 | -6.4 | 3.0 | -2.9 | 107.0 | 2.9 | 3.5
O=C(/C=C/c1cccc(OCc2ccccc2)c1)c1cccnc1 | 25.8 | 4.4 | 11.2 | -10.5 | -11.0 | -1.2 | 96.0 | 4.9 | 3.1
Cc1cc(NC(=O)COc2ccccc2C#N)no1 | . | . | . | -2.0 | . | -0.6 | . | -0.2 | -0.4
O=C(N1CCOCC1)N1CCN(Cc2ccccc2)CC1 | 10.4 | -1.9 | 13.1 | -3.4 | -3.0 | -1.4 | 99.0 | 0.7 | 0.8
CC(=O)Cc1nsc(NC(=O)c2ccc(COc3cccc(C)c3)o2)n1 | 10.2 | 2.3 | -1.3 | -8.8 | -6.0 | -9.4 | 99.0 | 5.6 | 6.8
CCCN(CC(=O)Nc1ccc(F)c(F)c1F)C(=O)c1cc([N+](=O)[O-])ccc1N1CCOCC1 | . | . | . | -8.1 | . | -3.5 | . | -0.4 | -1.5
N#Cc1ccc(C(=O)Nc2cccc3ccccc23)c(F)c1 | 4.7 | -8.8 | -2.2 | -5.2 | 6.0 | -7.8 | 102.0 | -1.0 | -2.4
COc1ccccc1NCCC(=O)OCC(=O)NCc1ccco1 | 21.1 | 4.6 | -6.2 | -12.1 | -2.0 | -3.1 | 99.0 | 1.1 | -1.0
CCNc1c(NC(=O)c2ccc3c(c2)OCO3)c(=O)oc2ccccc12 | 27.0 | -9.9 | 1.0 | -5.8 | -2.0 | -5.9 | 96.0 | 3.9 | 2.1
Cc1onc(-c2c(F)cccc2Cl)c1C(=O)OCC(=O)NCc1ccco1 | 18.8 | 6.9 | -13.4 | -15.7 | 10.0 | -2.2 | 106.0 | -0.5 | -2.0
O=C(c1cnccn1)N1CCN(S(=O)(=O)c2cccc(Cl)c2)CC1 | . | . | . | -2.8 | . | 2.2 | . | 1.2 | 0.6
Cc1ccc(NC(=S)N(C)Cc2cn(C)c3ccccc23)cc1 | -41.4 | 0.4 | -9.3 | -5.2 | -1.0 | 3.9 | 102.0 | 0.8 | 0.0
O=C(COc1coc(CN2CCN(c3ccccc3F)CC2)cc1=O)NC1CCCCC1 | . | . | . | -9.3 | . | -5.4 | . | 0.8 | 0.4

No enrichment for hits. Share with any hit: about 4.1%.
